From PubChem BioAssay
TexasRed fluor: Total Fluorescence Counterscreen for Inhibitors of the Interaction of Thyroid Hormone Receptor and Steroid Receptor Coregulator 2 | Potency, µM (titrated, usually from 106 µM), without a hit: at the highest dose fluorescence change, negative = quenching | AID 1479, 2009 | 280,000 tested, 0.29% active | TRb/SRC2 Texas Red total fluorescence interference; active = well fitted curve in either direction with a large enough effect; inconclusive = small, poorly fitted or top-dose-only effect; note: % is set by controls: 0 for no effect and ±100 for the full control effect
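Human TRb ligand-binding domain at 0.6 uM with 20 nM Texas Red SRC2 peptide in Tris buffer containing 1 uM T3 and 5% DMSO, incubated with compound 5 h at ambient temperature. Total fluorescence (555/632 nm) calculated as parallel + 2 × perpendicular.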
LMNA splice mod: qHTS Assay for Modulators of Lamin A Splicing; HeLa LMNA splicing GFP/RFP minigene ratio, 48 h; Potency, µM (series often up to 46.1 µM), for the others: top-dose ratio change, negative = inhibition, actives largely listed as inhibitors; 200,000 tested, 0.01% active; active = well fitted inhibition curve with a large enough effect in the signal ratio, with a control signal flat, not every such curve was filed as active; inconclusive = small, poorly fitted or top-dose-only effect, or effect the other way, or a change in a side signal; the % refers to the signal ratio; note: % is set by controls: 0 for no effect and ±100 for the full control effect
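Read-out is the ratio of GFP to DsRed2 object intensity, acquired by 488 nm laser-scanning cytometry on HeLa lamin A-EGFP minigene reporter cells. Compound incubation 48 hrs at 37 °C in Opti-MEM with 2% FBS; DMSO 0.5% final.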
RECQ1 helicase: qHTS Assay for Inhibitors of RecQ-Like Dna Helicase 1 (RECQ1); Potency, µM (series often up to 57.3 µM), for inactives: top-dose activity, negative = inhibition, hits mostly inhibitors; 240,000 tested, 0.54% active; RECQ1 DNA unwinding, red fluorescence kinetic read; ATP-dependent DNA helicase Q1 (Homo sapiens), P46063;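 note: plate controls were vehicle for no effect and no enzyme for full effect; nearly all actives have a fitted effect of over 30% in size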
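50 nM RECQ1T1 preincubated 15 min with compound in Tris pH 8.0 buffer with MgCl2, DTT, Tween-20 and 2.5 ug/ml poly(dI-dC); started with 200 nM TAMRA/BHQ-2 forked duplex and 2 mM ATP. Unwinding read as fluorescence (525/598 nm), two reads 2 h apart.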
ALDH1A1 block: qHTS Assay for Inhibitors of Aldehyde Dehydrogenase 1 (ALDH1A1). Purified ALDH1A1, NADH fluorescence, propionaldehyde substrate. Potency, µM (series often up to 75.3 µM), without a hit: top-dose activity, negative = inhibition, actives largely listed as inhibitors. 220,000 tested, 7.3% active; active = well fitted inhibition curve with a large enough effect, not every such curve was filed as active; inconclusive = small, poorly fitted or top-dose-only effect, or another doubt; inactive = no such curve, though single readings can be large or run the other way;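 note: plate controls were no enzyme wells and a reference inhibitor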
SMN2 splice enh: qHTS Assay for Enhancers of SMN2 Splice Variant Expression | HEK293 SMN2-luciferase splicing reporter, luminescence, 30-36 h | Potency, µM (highest dose often 46.1 µM), for inactives: at the top dose activity change, positive = activation, most hits filed as activators | 210,000 tested, 2.8% active | AID 1458, 2008; note: % of control where 0% means no effect; nearly all actives have a fitted effect of over 55% in size
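HEK293 cells carry an SMN2 minigene-luciferase reporter in which exon 7 inclusion puts luciferase in frame. Cells were seeded at 2000 cells/well, attached for 10-12 hours, then exposed to compounds for 30-36 hours at 37C before ONE-Glo luminescence.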
JMJD2E inh: qHTS Assay for Inhibitors of Human Jumonji Domain Containing 2E (JMJD2E) | JMJD2E catalytic domain, FDH-coupled NADH fluorescence (FDH is formaldehyde dehydrogenase) | Lysine-specific demethylase 4E (Homo sapiens), B2RXH2 | Potency, µM (top dose mostly 57.1 µM), without a hit: at the highest dose activity change, negative = inhibition, hits mostly inhibitors | 230,000 tested, 1.6% active; active = well fitted inhibition curve with a large enough effect, not every such curve was filed as active; inconclusive = small, poorly fitted or top-dose-only effect, or another doubt; inactive = no such curve, though single readings can be large or run the other way;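 note: 0% = wells with enzyme and -100% = buffer wells without enzyme; nearly all actives have a fitted effect of over 50% in size; many of its hits are not listed in these tables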
Target sequence (B2RXH2 1-337 limits assumed): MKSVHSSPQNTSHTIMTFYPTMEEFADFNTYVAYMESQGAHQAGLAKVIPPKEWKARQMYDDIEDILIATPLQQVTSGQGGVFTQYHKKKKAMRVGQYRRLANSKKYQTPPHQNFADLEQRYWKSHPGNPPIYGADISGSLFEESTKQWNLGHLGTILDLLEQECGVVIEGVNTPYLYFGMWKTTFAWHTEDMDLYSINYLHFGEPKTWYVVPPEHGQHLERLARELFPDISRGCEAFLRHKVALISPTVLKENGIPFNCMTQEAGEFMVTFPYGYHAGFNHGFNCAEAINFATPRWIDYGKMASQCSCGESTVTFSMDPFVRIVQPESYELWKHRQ
GoLoco inh red: qHTS Assay for Inhibitors of RGS12 GoLoco Motif Activity (Red Fluorophore); Guanine nucleotide-binding protein G(i) subunit alpha-1 (Homo sapiens), P63096; Gai1:RGS12 GoLoco peptide FP, rhodamine, 10 min; Potency, µM (doses to about 61.6 µM), without a hit: at the top dose activity, negative = inhibition, most hits filed as inhibitors; 230,000 tested, 0.44% active; AID 880, 2007; active = well fitted inhibition curve with a large enough effect, not every such curve was filed as active; inactive = no such curve, though single readings can be large or run the other way; note: % is set by controls: 0 for no effect and ±100 for the full control effect; nearly all actives have a fitted effect of over 30% in size; many of its hits are not listed in these tables
Target sequence (P63096 whole entry, looked up): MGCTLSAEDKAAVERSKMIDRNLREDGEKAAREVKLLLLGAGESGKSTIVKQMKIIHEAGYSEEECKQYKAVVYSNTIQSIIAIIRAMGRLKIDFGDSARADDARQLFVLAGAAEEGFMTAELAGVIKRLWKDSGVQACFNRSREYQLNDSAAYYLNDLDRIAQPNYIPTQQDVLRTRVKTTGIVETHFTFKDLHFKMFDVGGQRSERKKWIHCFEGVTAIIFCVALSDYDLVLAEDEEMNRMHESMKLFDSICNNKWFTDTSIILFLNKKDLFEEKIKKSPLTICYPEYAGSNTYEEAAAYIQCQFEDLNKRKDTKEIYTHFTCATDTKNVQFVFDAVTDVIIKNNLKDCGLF
TRb SRC2 PPI: qHTS for Inhibitors of the Interaction of Thyroid Hormone Receptor and Steroid Receptor Coregulator 2. Potency, µM (top dose mostly 106 µM), without a hit: at the highest dose activity change, negative = inhibition, usual class: inhibitors. TRbeta-SRC2 peptide binding, fluorescence polarization; receptor liganded with 1 µM T3. 280,000 tested, 0.065% active. Thyroid hormone receptor beta (Homo sapiens), P10828. AID 1469, 2008;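 note: plate controls were bound peptide for no effect and peptide without receptor for full effect; nearly all actives have a fitted effect of over 50% in size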
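Read-out is fluorescence polarization (555 nm excitation, 632 nm emission) of a Texas Red SRC2 coactivator peptide; loss of signal reflects blocked binding to human TRb ligand-binding domain in the presence of 1 uM T3.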
* marks the source's active call; other numbers are inactive results; i = inactive; u = inconclusive; x = not tested or not shown; & = joins results of further samples; [ ] = remark or other dose. Unless noted, calls come from the whole dose curve; as a rule, active = well fitted curve in the direction sought with a large enough effect; inconclusive = small, poorly fitted or top-dose-only effect, or another doubt; inactive = no such curve, though single readings can be large; an effect the other way counts as inactive or inconclusive. Potency is the fitted concentration of half-maximal effect. A portion of the library; count on the stated rates, not on these rows.

Second line of a record: TexasRed fluor	LMNA splice mod	RECQ1 helicase	ALDH1A1 block	SMN2 splice enh	JMJD2E inh	GoLoco inh red	TRb SRC2 PPI
O=C(Oc1ccc(-c2cnc3ccccc3n2)cc1)c1cccc([N+](=O)[O-])c1
    1%	0%	-7%	4%	32µM*	3%	2%	5%
Cc1ccc(C2C(C#N)=C(N)Oc3n[nH]c(-c4cccs4)c32)s1 (configuration not stated)
    0%	9%	-6%	0%	-26%	-15%	7%	-2%
Cc1ccc(Nc2nc(=O)c3cccnc3s2)cc1
    -3%	u	-4%	0%	18%	10%	7%	4%
O=C(CSc1nc2ccsc2c(=O)n1NC(=O)c1ccccc1)NCc1ccco1
    -4%	-4%	-12%	20%	-2%	-5%	-15%	5%
C=CCSc1ncnc2sc(C)c(C)c12
    -3%	-3%	-1%	0%	-4%	4%	-1%	-7%
CC(C)(C)N(NC(=O)c1ccccc1)C(=O)c1cccc(C(=O)N(NC(=O)c2ccccc2)C(C)(C)C)c1
    1%	-5%	5%	5%	4%	-1%	1%	8%
Cc1ccc(-c2[nH][nH]c(=O)c(=O)c2N=Nc2ccccc2)cc1
    -1%	x	20%	x	x	-28%	3%	-1%
CCN1CCN(C(=O)CN(CCc2ccccc2)S(C)(=O)=O)CC1
    2%	24%	i	8%	-16%	-2%	12%	3%
COC(=O)c1ccccc1COn1c(=O)c(C)[n+]([O-])c2ccccc21
    -1%	-3%	-6%	22µM*	5%	-14%	17%	4%
Cc1cccc(OCCCSc2nc3ccc(C)cc3[nH]2)c1
    -4%	u	-10%	-7%	-5%	-1%	8%	-2%
O=c1[nH]cnc(O)c1C(c1ccc2c(c1)OCO2)c1c(O)nc[nH]c1=O
    0%	-14%[46 µM]	-12%	1%	7%	1%	0%	-2%
Cc1cc(NC(=O)C(C)C)n(-c2nc3ccccc3s2)n1
    1%	x	-2%	8%	-6%	-3%	-12%	2%
COc1cc(OC)nc(NC(=O)C(C)C)n1
    2%	-2%	-10%	-5%	-20%	2%	-9%	6%
Cc1ccc(OCC(O)Cn2c(=N)n(Cc3ccccc3)c3ccccc32)cc1 (configuration not stated)
    -4%	u	-2%	9%	-40%	-5%	3%	-10%
CCc1nc(SCC(N)=O)c2c(=O)n(C)c(=O)n(C)c2n1
    -3%	-13%	16%	5%	15%	0%	2%	0%
Cc1c(NC(=O)CN2c3cccc4cccc(c34)S2(=O)=O)c(=O)n(-c2ccccc2)n1C
    -1%	-8%	-22%	u	0%	u	0%	5%
CCCc1cc(=O)n2[nH]c(NCc3cccs3)nc2n1
    1%	5%	3%	u	5%	88%	0%	11%
C=CCn1c(CCC(=O)Nc2ccc(C)c(Cl)c2)nnc1SCC(=O)Nc1ccccc1C
    2%	u	-1%	u	-18%	4%	3%	3%
C=C(CC1([C@@H](NP(=O)(c2ccccc2)c2ccccc2)[C@H]2C[C@@H]2CCCC)CC1)c1cccc(OC)c1
    -19%	x	7%	u	-13%	u	11%	3%
O=[N+]([O-])c1ccc2cn[nH]c2c1
    0%&-1%	u	-3%&-5%	-7%&-9%	-27%	10%&-19%	-3%&3%	5%&1%
S=C1SCN(Cc2cccnc2)CN1Cc1ccccc1
    -1%	x	-4%	u	-12%	7%	4%	3%
CCOc1ccc(CC(=O)C2=C(N3CCOCC3)CC(C)(C)CC2=O)cc1OCC
    -3%	13%[46 µM]	i	40µM*	-9%	-22%	-16%	-1%
COc1ccccc1CNC(=O)N/C=C/c1ccc(Cl)cc1
    -1%	2%[9.22 µM]	-8%	25µM*	-6%	-17%	6%	0%
CN(c1cccc(NC(=O)c2ccc(C(C)(C)C)cc2)c1)S(C)(=O)=O
    -3%	x	i	u	x	-4%	8%	0%
C=CCN1C(=O)C(Cc2ccccc2Cl)SC1=Nc1ccc(C(=O)O)cc1 (configuration not stated)
    -3%	x	0%	x	x	-8%	0%	-8%
C[C@H](NC(=O)NCc1ccc(F)cc1)C(=O)O
    -2%	-11%	-5%	7%	-13%	4%	5%	-9%

An excerpt of these results, field by field:
Cc1ccc(C2C(C#N)=C(N)Oc3n[nH]c(-c4cccs4)c32)s1 (configuration not stated)
  TexasRed fluor: 0%
  LMNA splice mod: 9%
  RECQ1 helicase: -6%
  ALDH1A1 block: 0%
  SMN2 splice enh: -26%
  JMJD2E inh: -15%
  GoLoco inh red: 7%
  TRb SRC2 PPI: -2%

Cc1ccc(Nc2nc(=O)c3cccnc3s2)cc1
  TexasRed fluor: -3%
  LMNA splice mod: u
  RECQ1 helicase: -4%
  ALDH1A1 block: 0%
  SMN2 splice enh: 18%
  JMJD2E inh: 10%
  GoLoco inh red: 7%
  TRb SRC2 PPI: 4%

Entries shown so far with four or more nitrogen atoms, in the order listed:
Second line of a record: TexasRed fluor	LMNA splice mod	RECQ1 helicase	ALDH1A1 block	SMN2 splice enh	JMJD2E inh	GoLoco inh red	TRb SRC2 PPI
Cc1ccc(C2C(C#N)=C(N)Oc3n[nH]c(-c4cccs4)c32)s1 (configuration not stated)
    0%	9%	-6%	0%	-26%	-15%	7%	-2%
O=C(CSc1nc2ccsc2c(=O)n1NC(=O)c1ccccc1)NCc1ccco1
    -4%	-4%	-12%	20%	-2%	-5%	-15%	5%
CC(C)(C)N(NC(=O)c1ccccc1)C(=O)c1cccc(C(=O)N(NC(=O)c2ccccc2)C(C)(C)C)c1
    1%	-5%	5%	5%	4%	-1%	1%	8%
Cc1ccc(-c2[nH][nH]c(=O)c(=O)c2N=Nc2ccccc2)cc1
    -1%	x	20%	x	x	-28%	3%	-1%
O=c1[nH]cnc(O)c1C(c1ccc2c(c1)OCO2)c1c(O)nc[nH]c1=O
    0%	-14%[46 µM]	-12%	1%	7%	1%	0%	-2%
Cc1cc(NC(=O)C(C)C)n(-c2nc3ccccc3s2)n1
    1%	x	-2%	8%	-6%	-3%	-12%	2%
CCc1nc(SCC(N)=O)c2c(=O)n(C)c(=O)n(C)c2n1
    -3%	-13%	16%	5%	15%	0%	2%	0%
Cc1c(NC(=O)CN2c3cccc4cccc(c34)S2(=O)=O)c(=O)n(-c2ccccc2)n1C
    -1%	-8%	-22%	u	0%	u	0%	5%
CCCc1cc(=O)n2[nH]c(NCc3cccs3)nc2n1
    1%	5%	3%	u	5%	88%	0%	11%
C=CCn1c(CCC(=O)Nc2ccc(C)c(Cl)c2)nnc1SCC(=O)Nc1ccccc1C
    2%	u	-1%	u	-18%	4%	3%	3%
